EWS-Fli inh: inhibitors of EWS/Fli oncoprotein transcriptional activity. A673 NR0B1-luciferase reporter, viability-normalised. inhibition, % at 12.6 µM. 0.67% of 350,000 active;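 active = mean inhibition of at least 50% after viability correction, with every replicate also passing that limit; inconclusive = mean reaches 50% but only one of two replicates passes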;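 note: firefly luciferase signal divided by Alamar Blue viability fluorescence both relative to DMSO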
F508del corr: CFTR F508del correction in bronchial cells. 0.36% of 350,000 active. CFBE cells, YFP halide quenching; stimulated with forskolin plus potentiator P3; % fluorescence drop versus neutral controls. activity (quench increase), % at 7.58 µM;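 active = mean added fluorescence quench of at least 8% versus neutral control, with both replicates also reaching 8%; inconclusive = only one of the mean or replicate conditions met; inactive = mean below 8% and not both replicates reaching 8%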;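 note: cells transiently co-express mutant CFTR-F508del with the halide-sensitive YFP; corrector assay measuring rescue of mutant channel to the surface after 24 h compound exposure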
DENV2 CPE rescue: protects cells from dengue virus 2 cytopathic effect; DENV2-infected cells, cytopathic effect rescue, plate reader; 1.7% of 350,000 active; CPE inhibition, % at 9.99 µM; AID 651640; in the data active = CPE inhibition above about 20%, passing the limit was not always enough; inconclusive = no clear call, values can overlap the other calls; tested in BHK-21 cells;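 note: 0% = median of neutral control wells and 100% = median of positive control wells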
FN deposit inh: fibronectin deposition inhibition; AID 743247; AH1F fibroblasts, Alexa488-fibronectin deposition fluorescence, overnight; inhibition, % at 12.6 µM; 0.086% of 350,000 active;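 active = mean inhibition across replicates of 30% or more, regardless of how many single replicates reach that level; inconclusive = mean under 30% yet at least half of replicates reach 30%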;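 note: positive control wells lacked labelled fibronectin entirely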
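Material: AH1F fibroblasts assembling fluorescent fibronectin matrix; amount: 10000 AH1F cells/well; medium: DMEM, 2% serum; reagent: Alexa488-fibronectin, 24 nM final in well; dosing: single compound dose, delivered by pin transfer; incubation: 1 h adhesion, overnight exposure; detection: fluorescence after three HBSS washes, excitation 485 nm, emission 525 nm; measure: fibronectin deposition inhibition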
PAX8 inh HTS: lowers PAX8-driven luciferase in RMG-I cells; RMG-I TPO-luciferase reporter, SteadyGlo, 24 h; inhibition, % at 12.6 µM; 1.2% of 360,000 active;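 active = mean replicate inhibition at least 60% with every replicate also reaching 60%; inconclusive = only one of the two criteria is met; inactive = mean below 60% and not all replicates reaching 60%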;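 note: luciferase light reporting Pax8 driven TPO promoter activity; plate controls were median of neutral control wells for no effect and mitoxantrone controls for full effect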
miR122 inh: miR-122 inhibition in Huh7 cells; Huh7 miR-122 Renilla luciferase sensor, 48 h; neutral wells = 0, positive control = 100; activation (reporter increase), % at 12.5 µM; AID 602342; 0.3% of 340,000 active;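 active = mean replicate activation score at least 90 and every replicate individually at or above 90; inconclusive = only one of the two criteria met; inactive = neither criterion met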;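 note: higher luciferase means less miR-122 activity so hits act as miR-122 inhibitors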
GSIS activator: GLuc luminescence reporter in INS-1E cells, primary screen for activators of glucose-dependent secretion of insulin; INS-1E GLuc reporter insulin secretion, 2-3 h; activation, % at 16.6 µM; 0.61% of 370,000 active; AID 743287;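 active = lowest replicate activation of at least 40%, so every replicate reaches that level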;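 note: 0% = median of neutral control wells and 100% = median of IBMX positive control wells; some compounds called inactive have numbers as strong as hits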
The depositor's hits bear a star; ? = inconclusive; nt = no result given; & = joins results of further samples; [ ] = dose if it differs, or a comment.

Fields: DENV2 CPE rescue	miR122 inh	PAX8 inh HTS	GSIS activator	FN deposit inh	F508del corr	EWS-Fli inh
C[C@H](CO)N1C[C@H](C)[C@H](CN(C)S(=O)(=O)c2ccccc2)Oc2c(NS(C)(=O)=O)cccc2C1=O
 : ?	3[16.7 µM]	4	12&2	-21	0.0&0.8	-2&-3
CC1=C(C)/C(=N\OS(=O)(=O)c2ccc(C)cc2)C=CC1=O
 : nt	nt	63*	225*	33*	nt	nt
COc1ccccc1C#Cc1ccc([C@@H]2[C@H]3CN(C(=O)C4CCCC4)CCCCN3[C@H]2CO)cc1
 : -1	4[16.7 µM]	53	nt	nt	1.6	4
C/C(CCc1ccccc1)=N\NC(=O)C1C2CCCCC21 (stereo not drawn)
 : 3	nt	-2	-22	-10	2.4	-26
C=C(C)COc1ccc(-c2nc(N)ncc2-c2ccc(OC)c(OC)c2)c(O)c1
 : 0	nt	-35	4	-2	-3.2	13
COc1ccc(NCc2nnc(SCC(=O)Nc3ccc(OC)cc3)n2C)cc1
 : 2	-9	-26	-1	1	nt	3
CCOc1ccc2[nH]c(C)c(CN(C)C)c(=O)c2c1
 : ?	-5	nt	1	nt	2.2	4
CC(C)(C)S(=O)(=O)/C(C#N)=C/Nc1ccccn1
 : -4	6	-14	11	-2	0.1	-3
COc1ccc(CC/C(C)=N\NC(N)=O)cc1
 : -1	-4	7	10	6	nt	-10
COC(=O)Cc1c(O)ccn(C2CC2)c1=O
 : 15	nt	-4	-9	-2	-0.2	2
CC(NC(=O)CN(C)CC(=O)Nc1ccc(F)c(F)c1F)c1ccccc1 (stereo not drawn)
 : -2	nt	15	-10	nt	nt	0
C[C@H]1CN([C@@H](C)CO)C(=O)c2cccc(NS(=O)(=O)c3cccs3)c2O[C@H]1CN(C)Cc1ccncc1
 : 3	1[16.7 µM]	nt	17	nt	0.2	-4
CO[C@H]1CN(C)C(=O)c2cc(NC(=O)c3ccc4c(c3)OCO4)ccc2OC[C@@H](C)N(CCC(F)(F)F)C[C@H]1C
 : -13	nt	-3	-12	2	-1.8	0
CCC(C)Sc1cc(-c2nc3ccc(Cl)cn3c2NC2CCCCC2)ccc1OC (stereo not drawn)
 : ?	nt	7&-26	-16	-18&-4	-0.7&2.1	13&17
Cc1nnc(NC(=O)CSc2nnc(CNC(=O)c3ccccc3F)n2C(C)C)s1
 : 3	-3	2	-6	-2	-2.9	-1
O=C(O)c1cc(S(=O)(=O)N2CCN(C(c3ccccc3)c3ccccc3)CC2)ccc1Cl
 : 2	3	-4	12	-30	-4.1	-8
Cc1cc(C)c(S(=O)(=O)N(C)CC(=O)NCc2cccnc2)c(C)c1
 : 1	nt	-9	-2	4	-0.6	4
Cc1[nH][nH]c(=O)c1C(c1ccc(-c2ccc(C(=O)O)cc2)o1)c1c(C)[nH][nH]c1=O
 : nt	nt	-1	11	-3	-0.6	-8
COc1ccc(Br)cc1CN1CCN(C(=O)c2ccco2)CC1
 : 7	-10	-13	-6	-4	-3.1	14
COCCNC(=O)CN1CCC(NC(=O)c2ccco2)CC1
 : -6	nt	2	5	nt	nt	5
O=C(Nc1ccc(Cl)cc1)N1C[C@@H]2[C@H](c3ccccc31)[C@H](CO)N2C(=O)c1ccccn1
 : nt	5[16.7 µM]	16	-15	nt	-0.4	-16
COc1ccc(C)cc1NC(=O)CSc1nc(=O)n(CCCN2CCOCC2)c2c1CCCC2
 : 4	5	14	-9	7	0.1	5
C[C@H]1CN([C@@H](C)CO)C(=O)CCCn2nncc2CO[C@H]1CN(C)CC1CCCC1
 : -5	1[16.7 µM]	nt	6	-1	-3.5	7
C[C@@H]1CN([C@@H](C)CO)C(=O)c2cc(NC(=O)NC3CCCCC3)ccc2O[C@H]1CN(C)CC1CCCCC1
 : 0	0[16.7 µM]	12	-14	nt	1.5	-6
O=C(C[C@H]1CC[C@@H](NC(=O)c2cccc(F)c2)[C@H](CO)O1)NCc1ccc(Oc2ccccc2)cc1
 : 12	nt	46	3	nt	-2.2	10
O=C(CO/N=C/c1cccc([N+](=O)[O-])c1)NC1CCCCC1
 : -13	nt	-18	-2	4	nt	1
C[C@@H]1CCCCO[C@H](CN(C)C(=O)CCCN(C)C)[C@@H](C)CN([C@@H](C)CO)C(=O)c2cc(NC(=O)c3ccncc3)ccc2O1
 : 18	4[16.7 µM]	13	27	-3	0.1	0
CC1CCN(C(=O)Cn2nnnc2CN2CCOCC2)CC1
 : -6	-12	-18	nt	7	-4.0	10
Cc1cc(NS(=O)(=O)c2ccc(NS(=O)(=O)c3ccc(Br)cc3)cc2)no1
 : 1	0	-26	10	nt	3.3	1
c1coc(-c2nc3c4ccccc4ccn3c2Cc2ccsc2)c1
 : 0	nt	-9	-1	7	0.6	-89
O=C(O)c1cccc(Nc2ncnc3sccc23)c1
 : -5	0	17	8	5	-3.1	13
CC(=O)Nc1cccc(N)c1
 : 5	-4	nt	1	nt	1.4	-10
Cc1ccccc1S(=O)(=O)N1[C@@H]2CNC[C@H]1C2c1ccc(-c2cncnc2)cc1 (stereo partly drawn)
 : 4&-1	nt	7&3	0&7	7&-2	0.9&-3.3	12&-5
O=C(OCc1cc(=O)n2c(n1)sc1ccccc12)c1ccc(O)cc1
 : -3	-11	-16	25	3	nt	-34
COc1ccc(/C=C2\SC(=S)N(CCC(=O)N(CCO)c3ccccc3)C2=O)cc1OC
 : 0	-3	-6	0	1	2.9	21
O=C1CNC[C@H]2[C@H](c3ccc(-c4ccccc4F)cc3)[C@H](CO)N12
 : 1	nt	nt	10	3	-0.6	-1
COc1ccc(NC(=O)N(C)C[C@H]2Oc3cc(C#CCC(C)C)ccc3S(=O)(=O)N([C@H](C)CO)C[C@@H]2C)cc1
 : ?	53[16.7 µM]	10	-36	nt	0.8	23
CO[C@@H]1CN(C)C(=O)c2ccc(NC(=O)CC(F)(F)F)cc2OC[C@@H](C)N(CC2CC2)C[C@@H]1C
 : -10	nt	-10	7	0	-2.0	8
CO[C@@H]1CN(C)C(=O)c2ccc(NS(=O)(=O)c3ccc(Cl)cc3)cc2OC[C@H](C)N(C(=O)NC(C)C)C[C@H]1C
 : 9	1[16.7 µM]	nt	-1	-1	1.7	4
C[C@@H]1CN([C@@H](C)CO)C(=O)c2cc(-c3ccccc3F)cnc2O[C@H]1CN(C)C(=O)C1CCOCC1
 : 13	-1[16.7 µM]	-14	16	nt	-0.9	-1
CC(=O)Nc1ccc(NC(=O)C(C)Sc2nnc(-c3cccs3)o2)cc1 (stereo not drawn)
 : 6	-7	5	11	4	-1.8	18
Cc1cccc(S(=O)(=O)NC(=O)C2(C)CCN2C(=O)C/C=C/c2ccccc2)c1 (stereo not drawn)
 : ?	-8	0	-4	1	-2.4	-8
CS(=O)(=O)Nc1ccc(-c2ccc(/C=C3\SC(N)=NC3=O)o2)cc1
 : 2	10	-7	-13	1	-3.4	-4
COc1ccc2c3c([nH]c2c1)[C@@H](CO)N(Cc1ccccc1)CC31CN(C(=O)Nc2cccc(F)c2)C1
 : -4	nt	nt	-23	-4	3.9	-36
O=C1NC[C@@H](CCCCN2CCN(CCc3ccc(O)cc3)C(=O)C2=O)N(CCC2CCCCC2)C1=O
 : -3	nt	-18	15	0	-1.7	2
CC(C)c1nc2sc3c(c2c(=O)[nH]1)CC(C)(C)OC3
 : -5	-2	4	-12	0	0.6	1
CC(C)C(NC(=O)c1ccccc1Cl)C(=O)OCc1nc2scc(-c3ccccc3Cl)c2c(=O)[nH]1 (stereo not drawn)
 : -4	nt	2	nt	-7	nt	-5
CC1=C(C(=O)Nc2ccc(C(=O)NCCCN3CCCCC3C)cc2)SCCO1 (stereo not drawn)
 : 5	5	1	nt	3	-2.4	9
CNC(=S)N1CCN(C(c2ccccc2)c2ccccc2)CC1
 : -2	nt	12	2	-2	-0.2	-1
COc1cccc(CN(CCC(=O)O)Cc2cccc(OC)c2)c1
 : 11	nt	14	nt	0	3.5	-10
O=C(NCc1cccs1)C1CCC(=O)N(Cc2cccc(C(F)(F)F)c2)C1 (stereo not drawn)
 : -1	-4	-5	-32	3	0.1	-5
COc1cc(/C=N/NC(=O)c2cccc(S(=O)(=O)N3CCCCC3)c2)cc(Br)c1O
 : 5	nt	12	-15	-5	2.6	4
Cc1noc(C)c1/C=N/Nc1ccc2ccccc2n1
 : 11	8	-78	3	0	3.1	-53
CSc1ccccc1C(=O)N1CCN(c2ncccn2)CC1
 : -2	nt	-17	1	4	-1.8	-9
O=S(=O)(Nc1ccccc1Cl)c1ccc(-c2ccccn2)s1
 : -3	-1	-17	-13	5	-0.1	-4
O=C(C1CCN(c2ncnc3c2sc2cccc(F)c23)CC1)N1CCCC1
 : 1	nt	-2	-44	0	-1.9	-4
CCOC(=O)C[C@H]1c2ccccc2S(=O)(=O)N1c1cccc(OC)c1
 : -6	16	-8	-18	8	-1.8	-10
C[C@@H]1Cn2cnc(C(=O)NCC(=O)OC(C)(C)C)c2C(=O)N1
 : 2	3	-7	3	5	-5.6	-19
COc1ccc(C#Cc2cnc3c(c2)C(=O)N([C@@H](C)CO)C[C@@H](C)[C@@H](CN(C)C)O3)cc1
 : -1	-10[16.7 µM]	nt	14	-1	-1.8	0
CCCNC(=O)N1CC2(C1)[C@@H](c1ccccc1)[C@H](CO)N2C(=O)C1CC1
 : 11	nt	1	8	nt	-2.7	1

GSIS activator: entries above that show a hit.
| SMILES | DENV2 CPE rescue | miR122 inh | GSIS activator | F508del corr |
| --- | --- | --- | --- | --- |
| CC1=C(C)/C(=N\OS(=O)(=O)c2ccc(C)cc2)C=CC1=O | nt | nt | 225* | nt |

Further compounds
Fields: DENV2 CPE rescue	miR122 inh	PAX8 inh HTS	GSIS activator	FN deposit inh	F508del corr	EWS-Fli inh
CC(C)Cc1nc(N2CCN(C(=O)c3ccccc3)CC2)c(C#N)c2c1CCC2
 : nt	-2	39	nt	-2	nt	nt
O=S(=O)(CCNCc1ccccc1)NC1CCCCC1
 : -6	9	5	0	-7	2.8	1
C[C@@H](O)C#Cc1cnc2c(c1)C(=O)N([C@@H](C)CO)C[C@H](C)[C@H](CN(C)CC1CC1)O2
 : nt	-3[16.7 µM]	nt	12	3	-0.7	-4
CC(=O)Nc1ccc(NC(=O)c2ccccc2N(C)S(=O)(=O)c2ccc(C)cc2)cc1
 : 3	3	0	4	8	-0.9	-6
Cc1ccc(Cn2c(C(C)Nc3nc(-c4ccc(Cl)c([N+](=O)[O-])c4)cs3)nc3cc(C(F)(F)F)ccc32)cc1 (stereo not drawn)
 : -17	14	-1	nt	-20	2.0	5

Compound profiles, from the list above. Order of values: DENV2 CPE rescue, miR122 inh, PAX8 inh HTS, GSIS activator, FN deposit inh, F508del corr, EWS-Fli inh
COc1cccc(CN(CCC(=O)O)Cc2cccc(OC)c2)c1 across the screens: 11, nt, 14, nt, 0, 3.5, -10
COc1ccc(/C=C2\SC(=S)N(CCC(=O)N(CCO)c3ccccc3)C2=O)cc1OC across the screens: 0, -3, -6, 0, 1, 2.9, 21
Cc1cc(NS(=O)(=O)c2ccc(NS(=O)(=O)c3ccc(Br)cc3)cc2)no1 across the screens: 1, 0, -26, 10, nt, 3.3, 1
COc1ccc(NC(=O)N(C)C[C@H]2Oc3cc(C#CCC(C)C)ccc3S(=O)(=O)N([C@H](C)CO)C[C@@H]2C)cc1 across the screens: ?, 53[16.7 µM], 10, -36, nt, 0.8, 23
COc1ccccc1C#Cc1ccc([C@@H]2[C@H]3CN(C(=O)C4CCCC4)CCCCN3[C@H]2CO)cc1 across the screens: -1, 4[16.7 µM], 53, nt, nt, 1.6, 4
